AmpC inh no detg: qHTS Inhibitors of AmpC Beta-Lactamase (assay without detergent); P00811; AmpC nitrocefin hydrolysis, absorbance 480 nm, 0.0001% Triton; Potency, µM (doses to about 57.1 µM), for the others: top-dose activity change, negative = inhibition, hits mostly inhibitors; hit rate 0.52% among 330,000;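 note: potency is the fitted concentration of half-maximal effect; plate controls were no compound for no effect and no enzyme for full effect; nearly all actives have a fitted effect of over 20% in size; some results filed as inactive show a strong effect at the top dose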
Target sequence (P00811 whole entry, looked up): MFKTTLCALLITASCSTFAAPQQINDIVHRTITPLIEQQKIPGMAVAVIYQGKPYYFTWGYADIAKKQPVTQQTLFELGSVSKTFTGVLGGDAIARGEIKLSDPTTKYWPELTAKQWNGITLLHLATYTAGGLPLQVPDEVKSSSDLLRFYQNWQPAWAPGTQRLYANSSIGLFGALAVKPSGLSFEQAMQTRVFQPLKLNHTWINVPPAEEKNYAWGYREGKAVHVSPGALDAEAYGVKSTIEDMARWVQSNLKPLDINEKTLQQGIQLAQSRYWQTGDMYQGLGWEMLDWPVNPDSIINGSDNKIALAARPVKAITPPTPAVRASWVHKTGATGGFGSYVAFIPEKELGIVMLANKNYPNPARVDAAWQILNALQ
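AmpC (5.3 nM in the dispensed reagent) in 20 mM phosphate pH 7.0 with 0.01% (detergent screen) or 0.0001% Triton X-100 was preincubated with compounds for 15 min at room temperature. Nitrocefin was then added from an 800 uM solution, and hydrolysis was followed at 480 nm.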
AMA1-RON2 inh: qHTS for Inhibitors of AMA1-RON; Towards Development of Antimalarial Drug Lead: Primary Screen; AlphaScreen AMA1-biotinylated RON2 peptide binding; Potency, µM (highest dose often 58.2 µM), without a hit: top-dose activity change, negative = inhibition, most hits filed as inhibitors; hit rate 0.2% among 360,000;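 note: potency is the fitted concentration of half-maximal effect; 0% = vehicle wells and -100% = peptide control; nearly all actives have a fitted effect of over 45% in size; some results filed as inactive show a strong effect at the top dose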
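AMA1 (3D7) with his tag at 25 nM final met compounds first, then biotinylated RON2 peptide at 25 nM; detection used donor plus acceptor beads, 10 µg/mL apiece, read by AlphaScreen after 30 min at room temperature.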
Sm TGR block: qHTS Assay for the Inhibitors of Schistosoma Mansoni Peroxiredoxins; Schistosoma mansoni thioredoxin glutathione reductase (TGR), Q962Y6; purified TGR, DTNB reduction, TNB absorbance 405 nm; Potency, µM (titrated, usually from 114 µM), for the others: at the top dose activity change, negative = inhibition, usual class: inhibitors; hit rate 3% among 360,000; note: potency is the fitted concentration of half-maximal effect; nearly all actives have a fitted effect of over 60% in size
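Kinetic colorimetric format: TGR-catalysed, NADPH-driven DTNB reduction monitored via TNB absorbance. Enzyme dispensed at 20 nM; compound exposure 15 min at room temperature before reaction start.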
LmPK inh: qHTS Assay for Inhibitors of Leishmania Mexicana Pyruvate Kinase (LmPK). purified LmPK, Kinase-Glo ATP luminescence, 1 h. Potency, µM (highest dose often 57.5 µM), inactives show at the highest dose activity change, negative = inhibition, hits mostly inhibitors. hit rate 0.37% among 290,000. AID 1721, 2009; note: potency is the fitted concentration of half-maximal effect
Target sequence (Q27686 whole entry, looked up): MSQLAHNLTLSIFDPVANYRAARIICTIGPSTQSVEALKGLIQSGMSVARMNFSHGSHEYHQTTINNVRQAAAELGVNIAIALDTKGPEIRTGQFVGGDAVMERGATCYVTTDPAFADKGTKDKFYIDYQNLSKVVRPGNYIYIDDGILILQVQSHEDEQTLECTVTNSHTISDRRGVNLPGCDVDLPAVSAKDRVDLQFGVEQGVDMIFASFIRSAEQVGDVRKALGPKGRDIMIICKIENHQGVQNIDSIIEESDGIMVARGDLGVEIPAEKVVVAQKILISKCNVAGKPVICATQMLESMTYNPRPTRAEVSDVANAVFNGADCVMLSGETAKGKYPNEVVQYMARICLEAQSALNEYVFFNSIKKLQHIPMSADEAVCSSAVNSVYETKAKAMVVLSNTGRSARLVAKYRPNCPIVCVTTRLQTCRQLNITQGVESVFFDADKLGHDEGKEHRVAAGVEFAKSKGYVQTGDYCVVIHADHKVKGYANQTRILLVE
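In 50 mM imidazole pH 7.2 with 7 mM MgCl2, LmPK (0.1 nM) turned over PEP (0.5 mM) and ADP (0.1 mM) for 1 h at room temperature. Luciferase read-out of ATP.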
Tb PYK inh: qHTS of Trypanosoma Brucei Inhibitors; pyruvate kinase (Trypanosoma brucei), Q57TT1; TbPYK enzyme, Kinase-Glo Plus ATP luminescence, 45 min; Potency, µM (titrated, usually from 76.8 µM), inactives show at the top dose activity, negative = inhibition, most hits filed as inhibitors; hit rate 0.12% among 410,000; AID 624173, 2012; note: potency is the fitted concentration of half-maximal effect; nearly all actives have a fitted effect of over 50% in size
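In this concentration-response screen, enzyme-free wells defined baseline while DMSO plates tracked drift. Each reaction combined TbPYK, substrate, compound and 130 uM ADP for 45 min at room temperature. Kinase-Glo Plus luminescence gave the signal.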
HCMV antiviral: qHTS Assay for inhibitors of the human cytomegalovirus (HCMV) | hit rate 4.5% among 410,000 | HFF cells, HCMV-luciferase reporter, 72 h; stronger effect = lower value | activity change, negative = inhibition, % at 57.5 µM; in the data active = activity change below about -60%; inconclusive = no clear call, values can overlap the other calls; inactive = above about -39%
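Luciferase read-out from HCMV-luciferase-infected HFFs (MOI 1 PFU/cell) 72 h post infection at 37C; compounds added after 16 h cell attachment; activity normalized between buffer-only basal and Salinomycin (10uM) inhibitor controls.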
AmpC inh detg: qHTS Inhibitors of AmpC Beta-Lactamase (assay with detergent). hit rate 0.041% among 370,000. AID 485294, 2010. Potency, µM (doses to about 114 µM), inactives show at the top dose activity change, negative = inhibition, hits mostly inhibitors. AmpC hydrolysis of nitrocefin, absorbance 480 nm, 0.01% Triton. P00811;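 note: potency is the fitted concentration of half-maximal effect; 0% = no-compound wells and -100% = no-enzyme wells; nearly all actives have a fitted effect of over 25% in size; some results filed as inactive show a strong effect at the top dose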
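20 mM phosphate pH 7.0 + 0.01% (detergent screen) or 0.0001% Triton X-100; 5.3 nM AmpC reagent; cpd preinc 15 min RT; nitrocefin (800 uM stock) to start; A480 q20 s × 4 min; Activity was normalised to no-enzyme and no-compound control wells.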
* marks the source's active call; other numbers are inactive results; ? = inconclusive; . = no result given; & = joins results of further samples; ! = not confirmed by another sample; [ ] = another dose, or the depositor's remark. Unless noted, calls come from the whole dose curve; as a rule, active = well fitted curve in the direction sought with a large enough effect; inconclusive = small, poorly fitted or top-dose-only effect, or another doubt; inactive = no such curve, though single readings can be large; an effect the other way counts as inactive or inconclusive. Unless noted, % is set by controls: 0 for no effect and ±100 for the full control effect.

molecule | AmpC inh no detg | AMA1-RON2 inh | Sm TGR block | LmPK inh | Tb PYK inh | HCMV antiviral | AmpC inh detg
COC(=O)CCCC1=CC2=CC(=O)C(C)(OC(=O)c3cccs3)C(=O)C2=CN1CCCCO (stereo not given) | 95%[activator] | -8% | ? | 2%[11.5 µM] | -2% | 8 | 4%
CSCCC(NC(N)=O)C(=O)N(C)CC(=O)Nc1cc(C)ccc1C (stereo not given) | -10% | -7% | -9% | 10% | 1% | 11 | 4%
CC(C)c1nc2oc3ccccc3c(=O)c2c(=O)n1-c1ccccc1 | -2% | -3% | 3% | 6% | 6% | . | -4%
CCC(Sc1nc(-c2ccccc2)c(C#N)c(=O)[nH]1)C(=O)Nc1cc(C)on1 (stereo not given) | -20% | -2% | -16% | 8% | 2% | 130 | ?
CCOC(=O)C1C(=O)N(C)C2(C)CC1c1ccccc1O2 (stereo not given) | -4% | 32%[activator] | -22% | 10% | 2% | -3 | -12%
CCOc1ccc2nc3c(cc2c1)CN(CCOC)C(=NC)S3 | 11% | -13% | -1% | 1% | -3% | 10 | -2%
Cn1c(NC(=O)C[n+]2cc(-c3ccc(F)cc3)n3c2CCC3)cc(=O)n(C)c1=O | -36% | 20%[2.32 µM] | -1% | -1% | -3% | -21 | ?
O=C(NCCCn1ccnc1)c1cccc(S(=O)(=O)Nc2ccc(F)cc2)c1 | -15% | -3% | 2% | . | -4% | -2 | ?
CN1CCC(=NNC(=O)CN(c2ccc([N+](=O)[O-])cc2)S(=O)(=O)c2ccccc2)CC1 | -45% | 15% | 0% | -2% | -2% | 1 | -9%
Cc1ccc(-n2nnnc2SCc2nc3sc(C)c(C)c3c(=O)[nH]2)cc1 | -14% | 8% | -3% | 3% | -2% | 4 | -11%
CC(Oc1ccc(Cl)cc1Cl)C(=O)/C=C/N(C)C (stereo not given) | -5% | -2% | -21% | 0% | 9% | -22 | -5%
Cc1ccc(-n2c([C@@H]3C[C@H]3c3ccccc3)n[nH]c2=S)cc1 | -34% | 32%[activator] | 6% | ? | ? | 7 | ?

Entries of single compounds as entered above:
Cc1ccc(-n2c([C@@H]3C[C@H]3c3ccccc3)n[nH]c2=S)cc1 is listed with AmpC inh no detg = -34%; AMA1-RON2 inh = 32%[activator]; Sm TGR block = 6%; LmPK inh = ?; Tb PYK inh = ?; HCMV antiviral = 7; AmpC inh detg = ?
CSCCC(NC(N)=O)C(=O)N(C)CC(=O)Nc1cc(C)ccc1C (stereo not given) is listed with AmpC inh no detg = -10%; AMA1-RON2 inh = -7%; Sm TGR block = -9%; LmPK inh = 10%; Tb PYK inh = 1%; HCMV antiviral = 11; AmpC inh detg = 4%
CN1CCC(=NNC(=O)CN(c2ccc([N+](=O)[O-])cc2)S(=O)(=O)c2ccccc2)CC1 is listed with AmpC inh no detg = -45%; AMA1-RON2 inh = 15%; Sm TGR block = 0%; LmPK inh = -2%; Tb PYK inh = -2%; HCMV antiviral = 1; AmpC inh detg = -9%

Next compounds.
molecule | AmpC inh no detg | AMA1-RON2 inh | Sm TGR block | LmPK inh | Tb PYK inh | HCMV antiviral | AmpC inh detg
O=C(Nc1ccc(Cl)cc1)N1CCN(c2ncccn2)CC1 | -17% | -7% | . | -2% | 1% | -7 | 1%
N#Cc1c(NC(=O)COC(=O)c2ccc(O)cc2O)sc2c1CCC2 | -23% | -1% | 7% | . | 5% | ? | -9%
NC(=O)c1nn(-c2cccc(Cl)c2)c(=O)cc1O | -8% | 9% | 9% | 4% | -6% | -7 | -2%
Brc1cccc(/C=N/Nc2nn[nH]n2)c1 | -14% | 30% | 0% | 3% | -2% | -38 | 3%
O=C(c1ccc(F)cc1)n1c(NCc2ccccc2)n[nH]c1=S | -17% | 3% | . | 1% | 3% | -10 | -13%
O=C(NC(=S)Nc1ccccc1OC(F)F)c1ccc2c(c1)OCO2 | -21% | -1% | . | . | -5% | 7 | .
CCOc1ccccc1/C=N/n1c(C)nc2ccccc2c1=O | -19% | 0% | 2% | 1% | -1% | ? | -1%
O=c1c2c(-c3cccs3)csc2ncn1/N=C/c1ccccn1 | . | 14% | . | . | 7% | 29 | .
O=C(COC(=O)C1=COCCO1)Nc1cc(S(=O)(=O)N2CCCCC2)ccc1Cl | -9% | 15% | 2% | 5% | 1% | -23 | -10%
COc1ccc(-c2ccc(CN3C(CC(C)C)C(=O)N(Cc4cn(Cc5ccco5)nn4)CCS3(=O)=O)cc2)cc1OC (stereo not given) | . | -2% | . | . | 1% | 0 | .
Cc1ccc(CNC(=O)C(=O)NCC2CCCO2)cc1 (stereo not given) | -12% | 2% | -4% | -1% | -15% | 13 | 1%
CCN(Cc1ccccc1)C(=O)COC(=O)[C@@H]1CCCN1C(=O)c1cccs1 | 11% | 10% | . | . | -1% | -7 | .

More entries follow:
Screens in order – AmpC inh no detg	AMA1-RON2 inh	Sm TGR block	LmPK inh	Tb PYK inh	HCMV antiviral	AmpC inh detg
- COc1ccc(C(CNC(=O)C2COc3ccccc3O2)N2CCCC2)cc1 (stereo not given)
  -2%	-12%	0%	.	0%	2	6%
- COc1ccccc1N1CCN(C(CNC(=O)C(=O)NCc2ccc(C)cc2)c2cccnc2)CC1 (stereo not given)
  .	.	-3%	.	-5%	?	-1%
- COC(=O)C1C2C=CC3(CN(CCc4ccccc4)C(=O)C13)O2 (stereo not given)
  -19%	-10%	0%	2%	-3%	12	0%
- CCCS(=O)(=O)c1ncc(Cl)c(C(=O)N(Cc2ccccc2)Cc2ccco2)n1
  .	.	5µM*	.	-4%	-98*	-9%
- O=C(Nc1ccc2ccccc2c1)N1CCN(c2ncccc2C(F)(F)F)CC1
  26%	-1%	-2%	-3%	-12%	9	4%
- COc1ccc(CN2CCNC(=O)C2CC(=O)NCCc2nc(C)c(C)s2)cc1C (stereo not given)
  108%[activator]	22%	?	1%	-10%	24	-9%
- O=C1NCN(c2ccccc2)C12CCN(C(c1cccs1)c1nnnn1Cc1ccccc1)CC2 (stereo not given)
  .	-18%	.	.	2%	-20	.
- O=C(OCCOCCN=C1NS(=O)(=O)c2ccccc21)c1ccccc1
  3%	-6%	-2%	1%	-3%	-1	-3%
- O=C(OCc1cc2ccccc2[nH]c1=O)C1CCCO1 (stereo not given)
  -19%	-15%	-1%	-2%	-4%	33	?
- O=C(NCc1ccncc1)C(=O)Nc1nc2ccccc2s1
  -19%	23%	8%	-3%	3%	27	5%
- COc1cccc(-n2c(CNC(=O)OC(C)(C)C)n[nH]c2=S)c1
  11%	16%	-9%	-17%	?	-9	-11%
- Cc1ccc(C(=O)NCCN2CCCC2)cc1
  -13%	-4%	7%	-3%	-14%	27	-2%
- CCc1nc2c(OCc3ccc(Cl)cc3)cccn2c1N(C=O)Cc1ccc(OC)cc1
  .	0%	.	.	4%	?	.
- CCCCOc1cccc(NC(=O)CSc2nccn2C)c1
  -10%	-21%	-1%	-8%	-4%	-5	-6%
- COc1ccc(C#Cc2cnc3c(c2)C(=O)N([C@H](C)CO)C[C@H](C)[C@@H](CN(C)C(=O)Nc2cccc(OC)c2)O3)cc1
  .	-10%	.	.	16%	-3	.
- CC1(C)C(c2ccccc2)=NC(c2ccccc2)N1O (stereo not given)
  5%	43%[activator]	0%	-1%	3%	-35	0%
- COc1ccc(C(=O)c2sc(Nc3ccccc3)nc2N)cc1
  -57%	25%	-14%&-10%	3%	-1%&0%	-61*!	0%&-5%
- CC(NC(=O)COC(=O)c1cc2ccccc2cc1O)c1ccccc1 (stereo not given)
  -37%	-14%	-13%	.	3%	13	0%
- O=C(Nc1ccc2nc(SCC(=O)N3CCOCC3)sc2c1)c1cccc(Cl)c1
  .	.	5%	.	-1%	-5	15%
- CC(C)=Cc1oc2ccc([N+](=O)[O-])cc2c1N1CC(C)OC(C)C1 (stereo not given)
  -14%	-5%	0%	6%	0%	-39	-7%
- O=CNc1cc2c(cc1Br)-c1ccccc1C2O (stereo not given)
  .	4%	.	.	7%	-13	.
- C=CCn1c(SCC(=O)N(C(C)CC)C2CCS(=O)(=O)C2)nc2ccccc2c1=O (stereo not given)
  55%	-9%	0%	.	-2%	-18	-27%
- CN(C)c1ccc(/C=C/c2cc[n+](C)cc2)cc1
  -3%	-19%	-29%	3%	-1%	-101*	?
- COc1ccc(CC(=O)NC2CCN(Cc3nnnn3C(C)(C)C)CC2)cc1OC
  -15%	5%	5%	3%	-12%	-22	-4%
- Cc1cn2c(N)c(/C=C3\C=Nc4ccccc43)c(=O)nc2s1
  -15%	35%[activator]	11%	1%	-8%	7	-5%
- O=C(Nc1cc(Cl)cc(Cl)c1)c1cnn2cccnc12
  -38%	-3%	-2%	7%	-1%	87	1%
- CCOc1ccc(NC(=O)CSc2nnc(C34CC5CC(CC(C5)C3)C4)n2C)cc1
  -4%	-4%	1%	1%	.	-17	-17%
- O=C(NCc1c(Cl)cccc1Cl)c1[nH]c(C(F)(F)F)nc1-c1ccccc1
  .	55%[activator]	.	.	-1%	-11	.
- COC(=O)c1ccc[n+](CC(=O)c2ccc(Br)cc2)c1
  -16%	-2%	1%	1%	-2%	-27	3%

The order is random; any-hit rate near 7.4%.
